Assay outcomes deposited in PubChem BioAssay by Broad Institute.
EWS-Fli block: EWS/Fli transcriptional activity inhibition; actives 0.67% (n = 350,000); A673 NR0B1-luciferase reporter, viability-normalised; inhibition, % at 12.6 µM;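 active = mean inhibition of at least 50% after viability correction, with every replicate also passing that limit; inconclusive = mean reaches 50% but only one of two replicates passes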;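 also: firefly luciferase signal divided by Alamar Blue viability fluorescence both relative to DMSO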
ARNT TACC3 PPI: disrupts binding between human ARNT and TACC3 | AlphaScreen His-ARNT PAS-B/GST-TACC3 binding, luminescence; TACC3 fragment carries E629A point mutation | inhibition, % at 9.99 µM | Q9Y6A5 | actives 0.66% (n = 390,000) | AID 623870;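 active = mean inhibition of replicates at least 50% and at least half of replicates each reaching 50%; inconclusive = half or more replicates reach 50% but mean below 50%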;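 also: 0% = complete ARNT plus TACC3 wells and 100% = ARNT alone without TACC3; many hits fall short of the cut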
ERp5 block: ERp5 (human) disulfide isomerase inhibition | Q15084 | ERp5 insulin aggregation, absorbance 650 nm, 90 min | inhibition, % at 9.99 µM | actives 0.05% (n = 350,000) | AID 651711;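 active = mean replicate inhibition above about 25%, with every replicate also reaching it, limit read from the data, passing the limit was not always enough; inconclusive = only one of those two criteria met; inactive = neither criterion met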
Target sequence (Q15084 whole entry, looked up): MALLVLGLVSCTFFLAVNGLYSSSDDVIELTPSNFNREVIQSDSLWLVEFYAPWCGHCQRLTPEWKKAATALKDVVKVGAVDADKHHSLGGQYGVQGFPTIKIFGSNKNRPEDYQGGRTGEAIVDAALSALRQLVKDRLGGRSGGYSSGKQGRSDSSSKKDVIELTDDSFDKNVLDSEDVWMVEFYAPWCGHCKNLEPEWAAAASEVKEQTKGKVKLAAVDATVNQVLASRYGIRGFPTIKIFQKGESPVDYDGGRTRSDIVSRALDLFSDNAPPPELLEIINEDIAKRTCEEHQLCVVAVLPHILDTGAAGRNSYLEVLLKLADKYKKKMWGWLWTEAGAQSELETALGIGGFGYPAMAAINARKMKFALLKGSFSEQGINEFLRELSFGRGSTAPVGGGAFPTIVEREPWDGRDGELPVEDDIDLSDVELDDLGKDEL
INS-1E GSIS act: GLuc luminescence reporter in INS-1E cells, primary screen for activators of glucose-dependent secretion of insulin | INS-1E GLuc reporter insulin secretion, 2-3 h | AID 743287 | actives 0.61% (n = 370,000) | activation, % at 16.6 µM;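 active = lowest replicate activation of at least 40%, so every replicate reaches that level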;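 also: 0% = median of neutral control wells and 100% = median of IBMX positive control wells; some compounds called inactive have numbers as strong as hits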
PAX8 inh HTS: inhibitors of PAX8 transcriptional activity in RMG-I cells; inhibition, % at 12.6 µM; actives 1.2% (n = 360,000); RMG-I TPO-luciferase reporter, SteadyGlo, 24 h;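 active = mean replicate inhibition at least 60% with every replicate also reaching 60%; inconclusive = only one of the two criteria is met; inactive = mean below 60% and not all replicates reaching 60%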;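 also: luciferase light reporting Pax8 driven TPO promoter activity; plate controls were median of neutral control wells for no effect and mitoxantrone controls for full effect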
F508del corr: correctors of CFTR F508del function in bronchial epithelial cells. CFBE cells, YFP halide quenching; stimulated with forskolin plus potentiator P3; % fluorescence drop versus neutral controls. AID 720511. activity (quench increase), % at 7.58 µM. actives 0.36% (n = 350,000);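 active = mean added fluorescence quench of at least 8% versus neutral control, with both replicates also reaching 8%; inconclusive = only one of the mean or replicate conditions met; inactive = mean below 8% and not both replicates reaching 8%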;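 also: cells transiently co-express mutant CFTR-F508del with the halide-sensitive YFP; corrector assay measuring rescue of mutant channel to the surface after 24 h compound exposure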
XiGFP reactiv: X-chromosome reactivation activator; XiGFP mouse fibroblasts, % GFP-positive cells imaging, 3 d; cells co-treated with 5-aza-dC sensitizer; scaled so ellipticine positive control = 100%; activation, % at 7.58 µM; actives 0.055% (n = 360,000);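 active = mean normalized replicate activation at least 10% and every replicate at or above 10%; inconclusive = only one of the two criteria met; inactive = mean below 10% and not all replicates reach 10%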;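 also: 0% = median of on-plate neutral control wells and 100% = ellipticine 6 µM median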
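Material: SV40-immortalized XiGFP fibroblast cells, line 68-5-11 | Buffer or medium: DMEM containing 5-aza-dC | Dosing: One concentration, pinned | Times: 3 d treatment, 15 min room-temperature fixation | Controls: Ellipticine 6 µM positive control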
DENV2 CPE: inhibitors of DENV2 cytopathic effect; DENV2-infected cells, cytopathic effect rescue, plate reader; CPE inhibition, % at 9.99 µM; actives 1.7% (n = 350,000); AID 651640; in the data active = CPE inhibition above about 20%, passing the limit was not always enough; inconclusive = no clear call, values can overlap the other calls; tested in BHK-21 cells;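 also: 0% = median of neutral control wells and 100% = median of positive control wells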
An asterisk follows results filed as active; ? = inconclusive; nt = not tested or not shown.

Molecule	EWS-Fli block	PAX8 inh HTS	ERp5 block	XiGFP reactiv	INS-1E GSIS act	DENV2 CPE	ARNT TACC3 PPI	F508del corr
O=S1(=O)CCOC(CO)CN1Cc1ccc(Cl)c(Cl)c1 (stereo not drawn)	0.1	-12.0	-4.7	0.0	-8.5	-2.2	13.5	-1.8
O=C(Nc1cccc(S(=O)(=O)NCc2ccco2)c1)c1cccc(Cl)c1	11.3	26.2	nt	-0.1	-3.9	?	-5.7	2.1
O=C(NCc1ccccn1)c1ccc(OC2CCN(Cc3cccs3)CC2)cc1	nt	-14.0	4.1	0.0	-0.5	-5.0	6.5	0.2
O=C1c2cccnc2C(Nc2ccccc2Br)N1Cc1ccco1 (stereo not drawn)	5.8	7.8	2.6	0.0	2.6	-2.2	-3.9	3.8
COc1ccccc1-c1ccc2c(c1)[C@H]1[C@H](CCN1C(=O)C1CCC1)[C@H](CO)N2	-4.8	33.9	-3.8	0.2	5.0	13.3	nt	2.9
Cc1cc(Br)cn2c(Cc3ccccc3)c(-c3cccc(Cl)c3)nc12	5.1	16.1	11.8	0.0	-36.6	6.0	nt	2.3
CC1(C(=O)NCc2ccc(F)cc2)Oc2ccccc2NC1=O (stereo not drawn)	8.6	32.1	2.7	0.0	17.4	-1.3	-7.1	-7.4
COc1ccc(CCNC(=O)c2c(C)nn(CC(C)C)c2Cl)cc1OC	nt	-0.6	1.0	0.6	18.5	95.3*	-0.2	0.7
S=C(NCCCN1CCOCC1)NN=C1c2ccccc2-c2ccccc21	5.6	4.5	-5.0	0.0	nt	-0.7	nt	3.3
COc1cc(/C=C/c2nc3ccccc3c(=O)[nH]2)cc(Br)c1O	4.0	-21.3	0.9	0.6	0.4	7.5	nt	2.4
Cc1ccc(-n2cccc2/C=C2\C(=N)N3N=C(c4ccco4)SC3=NC2=O)cc1	3.1	-5.5	1.8	0.0	9.9	9.1	0.2	-0.8
C[C@@H]1CCCCO[C@H](CN(C)Cc2ccncc2)[C@H](C)CN([C@@H](C)CO)C(=O)c2cc(NC(=O)CCCN(C)C)ccc2O1	-1.1	-11.3	2.0	-1.1	24.1	?	7.8	-1.3
O=C(NCc1ccco1)/C(=C/C=C/c1ccccc1)NC(=O)c1ccco1	8.7	9.2	-8.3	-0.1	-13.8	3.6	-3.2	-1.5
O=C(COC(=O)C1CCC(=O)N1)Nc1ccc(Oc2ccccc2)cc1 (stereo not drawn)	-5.8	-21.8	-2.0	0.0	-1.7	-2.1	-2.9	-1.2
O=C1c2ccccc2C(O)(c2ccccc2)N1C1CC1 (stereo not drawn)	-19.2	1.0	-2.9	0.0	10.8	4.1	-4.1	-1.0
C[C@@H](NC(=O)[C@@H]1[C@@H](CO)[C@@H]2Cn3c(ccc(C4=CCCC4)c3=O)[C@@H]2N1C)c1ccccc1	-2.2	nt	-5.9	-0.1	18.5	13.1	2.5	2.1
Cc1ncc(CO)c(/C=N/NC(=O)c2cc3c(s2)CCCC3)c1O	10.9	2.8	-9.8	-0.2	-24.4	-2.5	61.5*	-3.1
Cc1cccc(S(=O)(=O)N2C[C@@H](O)COC[C@@H]3O[C@H](CC(=O)NCc4ccncn4)CC[C@H]32)c1	8.5	-6.4	-2.3	0.0	10.4	0.8	-6.0	-1.8
Cc1ccc(C)c(NC(=O)CN(C)C(=O)c2nn(C)c(=O)c3ccccc23)c1	-7.1	-8.7	-4.9	-0.1	1.8	-3.4	2.6	0.0
CN1C(=O)CC(N2CCC(c3nc4ccccc4[nH]3)CC2)C1=O (stereo not drawn)	0.1	4.5	1.6	0.4	6.6	-7.6	nt	0.7
COc1ccc2c3c([nH]c2c1)[C@@H](CO)N(S(=O)(=O)c1cn(C)cn1)CC31CCN(CC2CCCCC2)CC1	-16.8	-20.5	0.1	0.0	0.3	9.5	nt	8.6*
COc1ccccc1CN1C(=O)C(=O)N(Cc2cccc(C)c2)C1=O	-1.7	1.3	-3.4	0.0	-16.7	0.3	-3.1	0.5
COc1ccc(/C=C/C(=O)NCC(=O)N/N=C/c2ccc(OC)cc2)cc1	-4.6	2.5	2.4	0.3	6.0	nt	-10.6	-0.6
O=C(Cc1ccsc1)Nc1cc(F)ccc1F	-11.6	-22.8	-4.1	0.0	-9.5	-6.6	-3.5	-1.1
Cc1noc(C)c1NC(=O)N(C)C[C@H]1Oc2ccc(NS(=O)(=O)c3c(C)noc3C)cc2C(=O)N([C@H](C)CO)C[C@H]1C	-4.7	nt	nt	-0.1	1.0	nt	nt	-0.7
NS(=O)(=O)c1ccc(NC(=S)N2CCN(Cc3ccc(Cl)c(Cl)c3)CC2)cc1	-5.2	3.4	-6.7	0.0	-10.4	4.0	10.6	2.8
CC(=O)Nc1ccc(S(=O)(=O)Nc2ccc(Cl)cn2)cc1	-2.4	-5.3	5.1	0.0	9.6	3.6	1.2	3.9
CCOC(=O)C1CC2=C(CC(C)(C)CC2=O)N(CCOC)C1=O (stereo not drawn)	0.1	-9.6	2.8	-0.1	5.8	6.0	-3.2	1.1
CCOc1ccc(S(=O)(=O)NCc2cccnc2)cc1NC(=O)c1ccccc1F	8.6	12.7	10.1	0.1	0.1	4.4	nt	2.8
CO[C@@H]1CN(C)C(=O)c2cc(NC(=O)C3CC3)ccc2OC[C@@H](C)N(Cc2ccccc2)C[C@H]1C	-2.5	nt	-4.6	0.4	-9.7	-3.7	-2.9	3.3
C[C@@H]1CCCCO[C@@H](CN(C)CC2CC2)[C@@H](C)CN([C@H](C)CO)C(=O)c2cc(NC(=O)C3CCCCC3)ccc2O1	nt	-19.4	5.9	0.3	5.2	9.6	-1.5	0.3
CCOC(=O)C1CCCN(C(=O)c2sc(-c3ccccc3)nc2C)CC1 (stereo not drawn)	1.6	-13.3	-9.8	-0.2	nt	-0.4	nt	-0.9
CN(C1CCS(=O)(=O)C1)S(=O)(=O)c1ccccc1[N+](=O)[O-] (stereo not drawn)	4.9	18.9	2.6	0.4	-8.0	nt	nt	0.9
NC(=O)C1CCCN(C(=O)c2[nH]c(C(F)(F)F)nc2-c2ccccc2)C1 (stereo not drawn)	3.1	3.5	-2.5	0.1	5.7	16.1	nt	-2.7
COc1cc2c(cc1OC)C(c1ccc(Cl)cc1)=NCC2	-1.7	2.9	1.0	0.3	32.5	7.3	1.3	3.7
O=C(CCOc1ccccc1)Nc1cccc(S(=O)(=O)Nc2ccccc2Cl)c1	2.4	25.6	-0.8	0.0	-15.9	-6.8	-3.8	-1.8
CN(C)S(=O)(=O)c1ccc(Cl)c(C(=O)NNC(=O)c2ccc3c(c2)OCO3)c1	-1.0	1.6	-2.0	0.0	-0.6	nt	nt	-4.1
NCCNC(=O)c1ncsc1-c1cccc(F)c1	-2.1	12.7	1.6	0.0	6.2	2.3	-3.2	-3.8
Cc1noc(C)c1NC(=O)NCC[C@@H]1CC[C@H](NC(=O)c2ccccc2)[C@H](CO)O1	-3.5	-4.0	1.4	0.4	-1.0	5.8	6.5	-2.3
Cc1ccc(C)c(N(CC(=O)N2CCc3ccccc3C2)S(C)(=O)=O)c1	6.3	18.9	-4.1	0.0	nt	0.3	-3.2	0.9
CC(N=c1ccccn1C(=O)Nc1ccc(F)cc1)c1ccco1 (stereo not drawn)	-16.4	nt	-1.9	nt	3.6	-2.0	-8.3	1.7
CCOc1ccc(C2C(C(=O)c3ccc(C)o3)=C(O)C(=O)N2CCCN(CC)CC)cc1 (stereo not drawn)	1.3	-5.4	-1.3	nt	-6.4	1.8	-1.6	-1.5
O=C(NC1CCCC1)C(c1cccs1)N(Cc1ccco1)C(=O)Cn1nnc(-c2cccs2)n1 (stereo not drawn)	nt	nt	1.9	nt	5.9	-6.1	2.8	nt
C[C@@H]1CN([C@@H](C)CO)S(=O)(=O)c2ccc(C#CC3CC3)cc2O[C@H]1CN(C)Cc1ccncc1	24.4	nt	4.7	-0.5	2.7	5.6	26.5	1.4
CN(C(=O)CCc1ccccc1F)C1CCCN(Cc2ccccc2F)C1 (stereo not drawn)	4.5	10.7	2.3	0.0	nt	10.6	-2.6	-1.1
COc1ccccc1CNC(=O)C(NS(=O)(=O)c1cccc2nsnc12)C(C)C (stereo not drawn)	-5.7	9.4	-3.1	0.0	5.9	-0.8	-3.1	-1.1
CCC(=O)Nc1ccc2c(c1)OC[C@@H](C)N(C(=O)CC)C[C@H](C)[C@@H](OC)CN(C)C2=O	2.0	nt	nt	0.2	26.3	nt	nt	-1.2
COCC(=O)NC[C@@H]1[C@@H](c2ccc(C3=CCCC3)cc2)[C@@H](CO)N1C(=O)C1CC1	-13.0	6.4	-0.5	0.6	0.0	25.1*	-1.8	0.5
O=C1COc2ccc(S(=O)(=O)CCC(=O)N3CCN(c4cccc(C(F)(F)F)c4)CC3)cc2N1	nt	17.5	-0.1	0.0	-19.3	?	4.5	0.1
Cc1ccc(CC(=O)O/N=C(\N)c2ccccn2)cc1	-46.2	-185.5	6.1	0.0	5.7	-4.0	-0.4	1.7

(continued)
Molecule	EWS-Fli block	PAX8 inh HTS	ERp5 block	XiGFP reactiv	INS-1E GSIS act	DENV2 CPE	ARNT TACC3 PPI	F508del corr
COC(=O)Nc1nc(-c2ccc(F)cc2)c(C)s1	-10.0	-35.6	-5.7	0.0	15.4	14.7	29.5	-3.1
NC(=O)COC(=O)c1cc(S(=O)(=O)N2CCN(c3ccccc3)CC2)ccc1Cl	7.5	2.1	-2.4	0.0	nt	-1.6	-3.2	-1.6
CCOc1ccc(C(=O)NCC(=O)NNC(=O)CN(C)S(=O)(=O)c2ccc(Cl)cc2)cc1	-0.4	7.0	-1.4	0.3	6.0	-10.3	-4.3	3.1
CN1C(=O)C(CC(=O)Nc2ccc(F)cc2)N(Cc2cccs2)C1=S (stereo not drawn)	4.0	8.6	-1.1	-0.1	-32.3	-3.1	-33.1	-3.3
CCC(C)N1C(=O)CN(C2CCCCCC2)C(=O)C1c1ccccc1F (stereo not drawn)	5.6	-1.6	4.4	0.0	38.1	nt	-0.2	-0.7
CN=C1S/C(=C\c2ccc(O)c(Br)c2)C(=O)N1C	5.7	23.3	-4.9	-0.1	-35.1	3.8	-0.7	-3.8
Cc1cccc2c(=O)cc(C)n(Cc3ccccc3)c12	5.3	42.3	-1.3	0.0	6.7	nt	29.2	-1.0
Cc1ccc(NC(=S)NC2CCN(Cc3ccccc3)CC2)c(C)c1	5.1	2.6	-1.3	0.1	-3.9	nt	4.8	nt
CC(C)C[C@H]1CNC(=S)N1C[C@H]1CCCN1C[C@H](CC(C)C)N1C[C@H](Cc2ccccc2)N(CCc2ccccc2)C1=S	9.6	-3.6	-3.4	0.0	1.9	-1.6	nt	0.1
O=C(/C=C/c1ccc2c(c1)OCO2)N1CCN(c2ccc(Cl)cc2)CC1	?	3.5	9.6	-0.1	4.3	-1.5	1.6	nt
Cc1ccc(C2c3c(n[nH]c3C)C(=O)N2c2ccccc2)cc1 (stereo not drawn)	-20.0	-10.2	-1.2	0.2	-6.2	-4.3	nt	0.4
